# 12-LOX inh: ALOX12 (human) lipoxygenase inhibition. purified 12hLO, xylenol orange hydroperoxide absorbance. hit rate 1.1% among 580,000. Potency, µM (highest dose often 108 µM), without a hit: at the top dose activity change, negative = inhibition, hits mostly inhibitors. P18054; active = well fitted inhibition curve with a large enough effect; inconclusive = small, poorly fitted or top-dose-only effect, or another doubt; inactive = no such curve, though single readings can be large or run the other way; also: potency is read from the fitted curve at half-maximal effect
# Target sequence (P18054 whole entry, looked up): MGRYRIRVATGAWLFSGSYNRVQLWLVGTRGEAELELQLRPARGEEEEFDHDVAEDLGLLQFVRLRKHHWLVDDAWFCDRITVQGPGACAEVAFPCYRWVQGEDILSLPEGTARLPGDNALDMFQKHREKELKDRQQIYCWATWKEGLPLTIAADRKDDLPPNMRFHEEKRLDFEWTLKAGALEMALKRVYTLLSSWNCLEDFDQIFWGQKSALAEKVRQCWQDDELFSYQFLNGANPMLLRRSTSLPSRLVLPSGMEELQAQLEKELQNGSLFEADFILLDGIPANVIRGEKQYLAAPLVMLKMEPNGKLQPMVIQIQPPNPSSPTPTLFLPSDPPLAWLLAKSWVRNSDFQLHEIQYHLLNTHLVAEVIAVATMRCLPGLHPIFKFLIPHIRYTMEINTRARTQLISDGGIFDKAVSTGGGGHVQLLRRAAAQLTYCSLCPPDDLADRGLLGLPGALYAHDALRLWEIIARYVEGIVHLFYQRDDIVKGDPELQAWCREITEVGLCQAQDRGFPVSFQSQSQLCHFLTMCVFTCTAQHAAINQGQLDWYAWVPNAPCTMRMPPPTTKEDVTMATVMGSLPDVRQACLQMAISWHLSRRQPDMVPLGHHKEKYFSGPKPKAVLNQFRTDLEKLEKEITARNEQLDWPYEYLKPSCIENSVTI
#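 Hydroperoxide product was detected by ferrous iron/xylenol orange as the 573 to 405 nm absorbance ratio. Arachidonic acid at 40 uM (final) was turned over for 30 min at room temperature by 150 nM human 12hLO, pH 7.0 Hepes buffer, after 15 min compound preincubation.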
# LDHA inh: blocks human lactate dehydrogenase A; P00338; purified LDHA, NADH/diaphorase-resazurin fluorescence; active compounds read low; activity change, % (values are at about 110 or 230 µM); hit rate 0.15% among 480,000; in the data active = activity change below about -30%; inconclusive = mostly about -25% to -30%;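 also: plate controls were DMSO wells for no effect and wells without enzyme for full effect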
#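 LDH5 2 nM; NADH 0.06 mM, pyruvate 0.2 mM; 200 mM Tris pH 7.4, EDTA, Tween-20; 5 min RT. Detection: diaphorase 0.133 mg/mL + resazurin 37 µM, fluorescence ex540/em590 at 0 and 20 min; normalized to enzyme-free and DMSO wells.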
# * hit, by the source's call; ? = inconclusive; [ ] = another dose, or the depositor's remark. Unless noted, % is scaled to controls: 0 for no effect and ±100 for the full control effect. An excerpt; rates above refer to the full screens.
# Start of the data: the first six entries as a preview:
SMILES,12-LOX inh,LDHA inh
CCOc1ccc(Nc2nc3ccccc3nc2NS(=O)(=O)c2ccc(NC(C)=O)cc2)cc1,-6%,5
CC(C)Cc1ccc(-c2ccc3nccn3c2)cc1,?,-3
CC(NC(=O)CSc1nc(CN2CCOCC2)nc2ccccc12)c1cccc2ccccc12 (stereo unspecified),5%,5
Cc1ccc(C2C(C#N)=C(N)OC3=C2C(=O)CC(C)(C)C3)cc1 (stereo unspecified),?,-5
COc1ncccc1CNC(=O)c1cnn(-c2ccc(F)cc2)c1-n1cccc1,22%,2
N#C/C(=C\c1c[nH]c2ccccc12)C(=O)NC1CCCCC1,?,-1

# All compounds of this part, from the first entry:
SMILES,12-LOX inh,LDHA inh
CCOc1ccc(Nc2nc3ccccc3nc2NS(=O)(=O)c2ccc(NC(C)=O)cc2)cc1,-6%,5
CC(C)Cc1ccc(-c2ccc3nccn3c2)cc1,?,-3
CC(NC(=O)CSc1nc(CN2CCOCC2)nc2ccccc12)c1cccc2ccccc12 (stereo unspecified),5%,5
Cc1ccc(C2C(C#N)=C(N)OC3=C2C(=O)CC(C)(C)C3)cc1 (stereo unspecified),?,-5
COc1ncccc1CNC(=O)c1cnn(-c2ccc(F)cc2)c1-n1cccc1,22%,2
N#C/C(=C\c1c[nH]c2ccccc12)C(=O)NC1CCCCC1,?,-1
Cc1ccc2nc(C)cc(C(=O)NC(C)(C)C)c2c1,?,2
CCOC(=O)[C@]12CCCC=C1N(Cc1ccco1)C(=O)[C@H](CC(=O)NCCC(C)C)C2,1%,-2
CC(C)OCc1ccc(C(=O)Nc2cccc(OC(F)(F)F)c2)cc1,-8%,10
CCCCCCCCC(=O)NCCC1=CCCCC1,?,6
Cc1[nH]c2ccccc2c1C(=O)C(=O)NC1(C)CCS(=O)(=O)C1 (stereo unspecified),?,2
COc1cc(NC(=O)Cc2nc(-c3ccccc3)oc2C)cc(OC)c1,-9%,2
O=S(=O)(c1ccc(SCc2cc(Cl)c3c(c2)OCCCO3)nc1)N1CCCC1,?,5
CCNCc1ccc(-c2ccc(Br)cc2C)o1,?,-1
CC(C)OCc1ccc(CNC(=O)C2CCCCC2)cc1,12%,3
FC(F)(F)c1cccc(Oc2ncnc3sc(-c4ccccc4)cc23)c1,-7%,0
CC1(C(=O)NCCc2c[nH]c3ccccc23)CCN1CC1CCCCC1 (stereo unspecified),-36%,1
Nc1nonc1C(=O)N1CCN(C(=O)Nc2ccccc2)CC1,11%,4
CCCCSCCCNC(=O)c1ccc2c(c1)N(Cc1cccc(Cl)c1)C(=O)c1ccccc1S2=O (stereo unspecified),?,12
NC1(C(=O)O)CCOCC1,0%,7
CC(C)(C)N=C1NN=C(c2c[nH]c3ccccc23)CS1,-16%,-6
Cc1ccc(CCC(=O)N(C)Cc2cccs2)cc1,18%,2
O=C(N/N=C/c1cccc(Cl)c1)c1cccs1,-27%,-4
CCCCC[C@H](C)N1C[C@H](COCc2ccccc2)Oc2cc(N3CC[C@@H](O)C3)ccc2S1(=O)=O,?,4
CN(CCO)C(=O)c1nc(-c2ccc3cc[nH]c3c2)no1,-5%,-4
CCCCCSc1nc2c(c(=O)[nH]c(=O)n2C)n1Cc1cccc(Br)c1,?,6
O=C(CSc1ncnc2nc[nH]c12)Nc1ccccc1F,-4%,0
O=C(COCc1cc(-c2ccc3c(c2)OCO3)on1)Nc1cc(Cl)ccc1Cl,-5%,7
O=C(CN1CCN(CC(=O)c2c[nH]c3ccccc23)CC1)NC1CC1,?,1
Cc1ccc(-c2ccc(/C=C(\C#N)C(=O)NC(C)(C)C)o2)cc1,-3%,3
CCc1ccc(C(O)c2ncc(-c3cccc(F)c3)[nH]2)cc1 (stereo unspecified),-12%,-7
CCCC(=O)Nc1ccccc1NC(=O)c1ccc(C)cc1,-18%,6
O=C(Cc1ccccc1)N(Cc1ccc2cc[nH]c2c1)C1CC1,-10%,13
CC1(c2nnnn2-c2ccc3c(c2)OCCO3)CCC(=O)N1CCOc1ccccc1 (stereo unspecified),-8%,-6
C=CCOc1ccc(/C=C(\C(=O)c2ccc(OCC)cc2)c2nc3ccccc3s2)cc1,-14%,-1
O=C(Nc1ccccc1Cl)C1Sc2nnc(-c3ccccc3)n2NC12CCCC2 (stereo unspecified),81%[activator],11
Cc1ccc(C(=O)/C(C#N)=C/c2ccc(OCc3ccccc3Cl)cc2)cc1,?,-1
N#Cc1ccc(F)c(CSc2ccccn2)c1,-5%,-1
O=C(Cn1c(=O)c2c(ncn2Cc2ccco2)n(Cc2ccccc2)c1=O)N1CCNC1=O,?,0
CCCCn1c(SCC(=O)N2CCOc3ccc(C)cc32)nc2ccsc2c1=O,-7%,0
COCc1cccc(-c2csc(C(O)c3ccc(F)c(OC)c3)n2)c1 (stereo unspecified),22%,-7
CCCn1c(N2CCN(C(=O)c3ccc(OC)cc3)CC2)nc2sc3c(c2c1=O)CCCC3,?,0
CN(CCN(C)C1CCCCC1)C(=O)c1cc2ccccc2oc1=O,?,-8
CN1C(=O)Cc2cc(C(=O)CSc3nnc(C4CC4)n3C3CC3)ccc21,-6%,-6
O=C(Cn1nnc(-c2cccc(C(F)(F)F)c2)n1)c1c[nH]c2ccccc12,-14%,13
CC(C)c1ccc2oc(-c3ccc(NC(=O)c4cccnc4)cc3)nc2c1,-24%,0
O=c1[nH]c(=O)n(Cc2ccccc2Cl)c2c1CN(Cc1ccccc1)CN2,3%,-23
Cc1ccc(NC(=O)CCc2nc3cc(Cl)ccc3n(Cc3ccccc3)c2=O)cc1,-8%,-2
CC1(C(=O)Nc2ccc(F)cc2F)CCN1C(=O)Cc1ccccc1Cl (stereo unspecified),-14%,3
O=C(O)C(F)(F)c1ccc(F)cc1,?,12
CC(=O)Nc1cc(-c2cccc(NS(C)(=O)=O)c2)cn2c(-c3ccc(F)c(Cl)c3)cnc12,4%,1
O=C(O)C(c1ccc(Cl)cc1)c1ccc(Cl)cc1,-20%,5
O=C(NCc1ccccn1)c1ccc2nc(-c3ccccc3)c(-c3ccccc3)nc2c1,10%,6
CCc1ccc2c(CN(C)Cc3nc4ccccc4c(=O)[nH]3)cc(=O)oc2c1,4%,19
Cc1ccc(CN2CC(N3CCN(C4CCN(C)CC4)CC3)CS2(=O)=O)cc1 (stereo unspecified),-17%,-5
COCCn1c(SCc2ccc3c(c2)OCO3)nnc1-c1ccc(Cl)cc1,2%,7
CC1CCN(CCOc2ccc3c(=O)c(-c4ccccc4)coc3c2)CC1,3%,-4
O=C(COc1cccc(Br)c1)Nc1ccc(NC(=O)C2CC2)cc1,?,-15
Cc1ccc(CNCc2c(C(=O)O)c(C)n(Cc3c(C)cc(C)cc3C)c2C)cc1,-55%,1
Cc1ccccc1CNC(=O)COC(=O)c1ccc2c(c1)NC(=O)CS2,?,6

# (listing goes on)
SMILES,12-LOX inh,LDHA inh
CCc1ccc(C2C=C(c3ccc(C)cc3)Nc3nnnn32)cc1 (stereo unspecified),?,9
O=c1cc(-c2ccccc2)nc2n(Cc3cccc(F)c3)c3ccccc3n12,25%,17
CCOC(=O)N1CCN(C(=O)C[C@@H]2C[C@@]3(C(=O)OCC)CCCC=C3N(Cc3ccc4c(c3)OCO4)C2=O)CC1,-10%,1
COc1ccc2c(C)c(CC(=O)NCCc3ccc(S(N)(=O)=O)cc3)c(=O)oc2c1C,?,-8
Clc1ccc(-c2noc(C3CCCCC3)n2)cc1,?,-9
O=S(=O)(c1cccc(Cl)c1Cl)N1CCN(c2nnnn2-c2ccccc2)CC1,1%,6
CSc1ccc(Sc2ccc(SC)cc2)cc1,21%,-2
O=C(O)CC1(CC(=O)N2CCN(C(=O)CC3(CC(=O)O)CCCCC3)CC2)CCCCC1,-23%,1
CC(C)=CCn1c2ccc(NC(=O)Nc3ccc(N(C)C)cc3)cc2c(=O)n1C,-26%,10
CCN(CC)S(=O)(=O)c1ccc(-c2csc(-c3cccc(OC)c3OC)n2)cc1,10%,3
CCOc1cccc2cc(C(=O)NCCOC)c(=O)oc12,50%[activator],-1
COc1ccc(-c2nnc(SCC(=O)Nc3cc(C)on3)n2C2CCCCC2)cc1,-15%,-5
CC(=O)Nc1ccc(Oc2ccc3nnc(-c4ccc(Br)cc4)n3n2)cc1,-1%,4
O=C(O)CCSc1ccc(Cl)cc1,?,4
S=C(NCc1ccccc1)NC1CCSc2ccc(Cl)cc21 (stereo unspecified),?,5
Cc1ccc2cccc(NC(=O)COc3cccc(C)c3C)c2n1,5%,8
c1ccc(-c2nc(C34CC5CC(CC(C5)C3)C4)co2)cc1,-59%,3
CCOC(=O)CSc1nc2c(c(=O)n(C)c(=O)n2C)n1Cc1ccc(C)cc1,?,-5
COc1ccccc1CC(=O)N(Cc1ccsc1)C1CC1,-23%,-24
COc1ccc(-c2c(NC(=O)c3ccccc3)oc3ccc(Cl)cc3c2=O)cc1OC,-2%,7
Cc1oc(-c2ccccc2)nc1CC(=O)Nc1cccc(S(=O)(=O)N2CCCCC2)c1,?,16
Cc1cc(C)n2nc(N(Cc3ccc(C#N)cc3)S(=O)(=O)c3ccc(Cl)cc3)nc2n1,-4%,-16
O=C(NC12CC3CC(CC(C3)C1)C2)C1CCN(S(=O)(=O)Cc2ccccc2F)CC1,-11%,4
O=C(NCc1ccc2c(c1)OCO2)OCc1ccccc1,-17%,2
CC(NS(=O)(=O)Cc1ccc(F)cc1)c1cccs1 (stereo unspecified),-5%,?
Cc1ccc2c(COC(=O)[C@H](C)NC(=O)c3ccccc3)cc(=O)oc2c1C,-6%,6
COc1ccc(-c2cc(C(F)(F)F)nc(S(=O)(=O)CCC(=O)Nc3ccccc3)n2)cc1,2%,-5
CCN(CC)c1ccc(-c2nnc(SCc3ncc(-c4ccccc4)o3)o2)cc1,13%,1
Cc1nc2sc(C#N)c(N)c2c(C)c1C,?,1
CN(C)S(=O)(=O)c1ccc(NC(=O)CN2CCN(c3ccccc3O)CC2)cc1,-17%,1
CCOc1ccc(CN(C)C(=O)Cn2c(=O)c3c(ncn3C)n(C)c2=O)cc1,11%,9
O=C(O)CSCC(=O)N1CCOCC1,?,14
COCCCNC(=O)c1cccc(C#N)c1,18%,-3
O=C(O)CCc1ccc(S(=O)(=O)NCCc2ccc(Cl)cc2)cc1,-27%,2
Cc1ccc(S(=O)(=O)N(CC(=O)N2CCc3ccccc3C2)Cc2ccc(Cl)cc2)cc1,-13%,14
CSc1ccc2c(c1)N(C(=O)COC(=O)c1ccc3c(c1)OCO3)c1ccccc1S2,-10%,4

# Single records, from the list above.
# Entry for O=C(O)CSCC(=O)N1CCOCC1 → 12-LOX inh = ?; LDHA inh = 14
# Entry for Cc1ccc(S(=O)(=O)N(CC(=O)N2CCc3ccccc3C2)Cc2ccc(Cl)cc2)cc1 → 12-LOX inh = -13%; LDHA inh = 14
# Entry for Cc1nc2sc(C#N)c(N)c2c(C)c1C → 12-LOX inh = ?; LDHA inh = 1

# Arranged by the number under 12-LOX inh (rising): three from the list above.
SMILES | 12-LOX inh
O=C(NCc1ccc2c(c1)OCO2)OCc1ccccc1 | -17%
CC1(C(=O)Nc2ccc(F)cc2F)CCN1C(=O)Cc1ccccc1Cl (stereo unspecified) | -14%
COc1cc(NC(=O)Cc2nc(-c3ccccc3)oc2C)cc(OC)c1 | -9%

# (continued)
SMILES,12-LOX inh,LDHA inh
COc1ccc2c(C)c(CCC(=O)Nc3ccccc3OC)c(=O)oc2c1,18%,5
COCC(O)Cn1ccnc1N=Nc1ccccc1 (stereo unspecified),-30%,6
COc1cccc(C(=O)/C(=C/c2cccnc2)c2nc3ccccc3o2)c1,?,-11
COC(=O)c1ccc(C)c(NC(=O)COC(=O)c2ccc(OC)cc2)c1,14%,-6
O=C(NCc1ccc(Cl)cc1)c1ccc(-c2ccc(F)c(F)c2)c2ccoc12,?,-8
CC(C)c1ccc(NC(=O)Cc2c[nH]c3ccccc23)cc1,-6%,3
NC(=O)c1ccccc1OCc1coc(-c2ccccc2)n1,21%,-2
CCCCNC(=O)OC1CC2CC1[C@H]1CCCCN1C2=O (stereo partly specified),-3%,1
CSc1nc2n(n1)C(c1ccc(F)cc1)C1=C(CCCC1=O)N2 (stereo unspecified),11%,7
CN(C)C(=O)c1cc(=O)[nH]c2ccc(S(=O)(=O)Nc3ccc(F)cc3)cc12,?,8
Cc1ccc(C2CCCN2S(=O)(=O)c2ccc(C(C)(C)C)cc2)cc1 (stereo unspecified),3%,6
COc1ccccc1Oc1coc2cc(OC(=O)c3cccs3)ccc2c1=O,-6%,-8
NC(=O)NC(CC(=O)NC(Cc1ccccc1)c1ccccc1)c1ccccc1 (stereo unspecified),2%,5
Cc1ccc2c(c1)CCCN2C(=O)c1cc(C)nc2ccccc12,2%,3
CCCNc1c(NC(=O)NCCCOC)c(=O)oc2ccccc12,10%,17
COc1cc(/C=N/O)ccc1OCC(=O)Nc1c(C)cc(C)cc1C,5%,1
CCOc1ccc(/C=C/C(=O)c2cccc(C#N)c2)cc1OC,?,-10
CCCNC(=O)C1(C)CCCN(C(=O)Cc2ccc(OC)cc2)C1 (stereo unspecified),-3%,-9
Cc1cccc(C(=O)Nc2sc3c(c2C(=O)NCc2ccccc2)CCC3)c1,?,2
CN(C)CCCn1c(-c2cccc(OC(F)(F)C(F)F)c2)n[nH]c1=S,?,1
CCCC(=O)Nc1oc2c(C)cccc2c(=O)c1-c1ccc2c(c1)OCO2,16%,5
C#CC[N+](C)(C)CCN1C(=O)C2C3C=CC(C3)C2C1=O (stereo unspecified),?,0
Cc1ccc(S(=O)(=O)C(C#N)c2nc3ccccc3nc2NC(C)C)cc1 (stereo unspecified),?,7
